From PubChem BioAssay
ER stress surv = ER stress cell death inhibition; CSM14.1 thapsigargin ER stress survival, ATP luminescence; relative survival (cellular ATP), % at 15 µg/mL (by protocol); hit rate 0.33% among 48,000;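 active = survival measured by cellular ATP above 50% at 15 µg/ml in the first screen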;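 also: cell death triggered by about 15 µM thapsigargin; ATP read 24 h after thapsigargin was added; plate controls were thapsigargin with DMSO for no effect and DMSO without thapsigargin for full effect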
* marks the source's active call; other numbers are inactive results. Only part of the results is shown; count on the stated rates, not on these rows.

SMILES	ER stress surv
CC(=O)C1=C(O)C(=O)N(CC2CCCO2)C1c1cccc(F)c1 (stereo not drawn)	-3.6
COc1cc(/C(C)=N/N2CCN(c3ccccc3OC)CC2)ccc1O	-3.9
COc1ccc(OC)c(C2C3=C(CC(C)(C)CC3=O)OC3=C2C(=O)CC(C)(C)C3)c1	5.1
C/C(=N\N1CCN(Cc2cccc3ccccc23)CC1)c1cccs1	2.8
COc1ccc2c(C(F)(F)F)cc(=O)oc2c1	0.3
O=C(c1cc2ccccc2oc1=O)N1CCCC1	6.1
Cc1ccc(N(CC(=O)Nc2ccc(I)cc2)S(C)(=O)=O)cc1Cl	-2.0
COc1ccc(OC)c(NC(=O)CCC2CCCCC2)c1	10.3
N#CC1C(=O)NC(=S)C(C#N)C12CCC(c1ccccc1)CC2 (stereo not drawn)	2.2
CCN(CC)c1ccc(N=Cc2c(C)[nH]c3ccccc23)cc1	-7.6
Cc1ccc(-c2ccc(OC(=O)COc3ccccc3Cl)cc2)cc1	-2.8
COc1ccc(C(=O)Nc2ccc([N+](=O)[O-])cc2Cl)c(OC)c1	3.3
CC(C)OC(=O)c1c(NC(=O)c2ccc([N+](=O)[O-])cc2Cl)sc2c1CCCCC2	-2.5
CCn1c2ccccc2c2nnc(N/N=C/c3cccc(I)c3)nc21	3.1
COc1ccc(C(=O)CC(CC(=O)c2ccc(OC)cc2)c2cccs2)cc1	3.3
COc1ccccc1N1CCN(C(=O)c2ccncc2)CC1	9.3
Oc1c(Br)cc(Br)cc1C=Nc1ccc(Cl)c2cccnc12	-9.6
O=C(/C=C/c1ccco1)Nc1cccc([N+](=O)[O-])c1	4.9
CC1(C)CC(NC(=O)C(=O)Nc2ccc3c(c2)OCO3)CC(C)(C)N1	-1.5
CCN(CC)S(=O)(=O)c1cc(C(=O)Nc2ccc(C)cc2)ccc1C	12.7
Cc1c(NC(=O)c2ccc(I)o2)cccc1-c1nc2ccccc2s1	5.1
COc1ccc(OC)c(CN2CCN(Cc3ccccc3OC)CC2)c1	-2.5
CC1CCN(S(=O)(=O)c2ccc(NC(=O)c3ccc([N+](=O)[O-])cc3)cc2)CC1	7.3
O=C(Cc1ccc(Cl)cc1)NC(c1ccccc1)c1ccccc1	11.3
COc1ccccc1CC(=O)Nc1cc([N+](=O)[O-])ccc1OC	5.6
CC(C)Cc1nn2c(=O)cc(O)nc2s1	2.6
COc1ccc(C(=O)Nc2c(C)ccc3nsnc23)cc1[N+](=O)[O-]	1.1
CCC1=NN(C(=O)COc2ccccc2)C(O)(c2ccncc2)C1 (stereo not drawn)	9.7
Cc1ccc(C(C)C)c(OCC(O)Cn2cnc3ccccc32)c1 (stereo not drawn)	-5.6
O=C(NCc1ccncc1)c1ccc(C#CC2(O)CCCCC2)cc1	-3.5
Cc1ccc2cccc(SCC(=O)c3ccc(Br)cc3)c2n1	3.7
Cc1ccc(OCc2nnc(NC(=O)Nc3ccccc3)s2)c(C)c1	11.2
COc1ccc(CN2CCN(S(C)(=O)=O)CC2)c(OC)c1	-5.4
Cc1ccccc1OCCSc1ncnc2nc[nH]c12	6.1
CCOC(=O)c1sc(NC(=O)c2ccc(OCC)c(Cl)c2)nc1C	-2.4
O=C(COc1ccccc1)Nc1ccc(-c2nc3cc(Cl)ccc3o2)cc1	10.0
NC(=O)c1cc2nc(-c3ccc(Cl)c(Cl)c3)cc(C(F)(F)F)n2n1	4.3
O=C1c2ccccc2NC(c2ccccc2)N1Cc1ccccc1 (stereo not drawn)	-4.3
CC(O)c1cccc(NC(=O)c2nn3c(c2Cl)NC(c2cccs2)CC3C(F)(F)F)c1 (stereo not drawn)	6.2
CCOc1ccc(C(=O)Nc2ccc(C)cc2[N+](=O)[O-])cc1Br	-1.2
O=C(Nc1nc2ccc([N+](=O)[O-])cc2s1)c1cc(Cl)ccc1Cl	9.1
COc1cc(NC(=O)c2cccc(C)c2)cc(OC)c1	7.6
COc1cc(NC(=O)c2ccc(Br)o2)ccc1NC(=O)c1ccco1	-4.6
CC(C(=O)O)N1C(=O)/C(=C/c2ccc(Cl)cc2Cl)SC1=S (stereo not drawn)	6.1
Cc1ccc(-c2cc(NC(=O)c3ccc(Cl)cc3Cl)n[nH]2)cc1	12.2
O=C(/C=C/c1ccccc1)Nc1ccc(S(=O)(=O)N2CCCC2)cc1	7.3
C=CCc1cccc2cc(C(=O)N(Cc3ccccc3)Cc3ccccc3)c(=O)oc12	-5.4
O=C(O)c1cccc(N(CCO)CCO)c1	4.2
Cc1sc2nc(SCC(=O)NCCCn3ccnc3)[nH]c(=O)c2c1C	6.2
CCCCNCCCCCCOc1ccccc1CC	-8.8
O=C(c1ccco1)N1CCN(Cc2cccc(Cl)c2)CC1	3.9
C=CCN1C(=O)/C(=C\c2ccc(-c3ccc(C)cc3Br)o2)C(=O)NC1=S	2.1
CCN(CC)c1ccc(/C=N/NC(=O)/C(=C\c2ccc3c(c2)OCO3)NC(=O)c2ccccc2)cc1	10.8
O=C(Oc1ccc(-c2ccccc2)cc1)c1ccccc1[N+](=O)[O-]	4.0
Cc1nn(S(=O)(=O)c2ccccc2[N+](=O)[O-])c(C)c1Sc1ccccc1	3.7
CC(=C=CC(C)(C)C1OCC(C)(C)CO1)CCC=C(C)C	11.1
CCOc1nc(-c2ccccc2)c2cc(Cl)ccc2n1	-2.0
C#CCn1cc(/C=C(/C#N)C(=O)Nc2ccc(OCC)cc2)c2ccccc21	-0.4
CC(Oc1ccc(Cl)cc1Cl)C(=O)Nc1nc(-c2ccc(F)cc2)cs1 (stereo not drawn)	2.6
O=C1/C(=C\Nc2ccc3c(c2)OCO3)CCc2ccccc21	-9.8
The list goes on:
SMILES	ER stress surv
Nc1c2c3c(c(Cl)ccc3[nH]c1=O)C(=O)c1ccccc1-2	9.4
Cc1ccc(Cl)cc1-c1ccc(C=Nc2ccc(N3CCOCC3)cc2)o1	1.7
CCOC(=O)C1=C(O)/C(=C\c2ccc3c(c2)OCO3)SC1=Nc1ccccc1	2.1
CCOC(=O)CSc1cc(C)nc2ccccc12	-3.6
COc1ccc([N+](=O)[O-])cc1-c1ccc(/C=C(/C#N)C(=O)Nc2cccc(Br)c2)o1	7.5
CCCc1ccc(OCC(=O)N/N=C\c2cc(OC)ccc2O)cc1	9.0
O=C(CCCOc1ccccc1)Nc1ccccc1	11.7
CCn1nnnc1-c1ccc(OC)c(S(=O)(=O)Nc2ccccc2OC)c1	0.9
CC1=C(C#N)c2nc(N)c(C#N)c(C)c2/C1=C/c1ccc(-c2ccc(C(=O)O)c(Cl)c2)o1	-8.5
O=C(Nc1ccc(Cl)c(Cl)c1)C(c1ccccc1)c1ccccc1	0.4
O=C1CC(Sc2ccc3ccccc3c2)C(=O)N1c1ccccc1 (stereo not drawn)	9.8
COC(=O)c1c(C)oc2ccc(OC(=O)c3ccc(Br)cc3)cc12	1.2
CCN1C(=O)/C(=C\c2cc(Br)c(OCc3ccc(F)cc3)c(OC)c2)SC1=S	9.4
COc1ccc(C2C(C(C)=O)=C(O)C(=O)N2c2ccccn2)cc1 (stereo not drawn)	7.9
O=C(O)c1cc(C23CC4CC(CC(C4)C2)C3)nc2ccccc12	14.6
Cc1cc(C)c2oc(-c3ccc(C)c(NC(=O)c4ccc(Br)o4)c3)nc2c1	8.6
O=S(=O)(Nc1nc2ccccc2nc1Nc1ccccc1)c1ccccc1	3.9
O=C(Nc1ccccc1F)c1cc2cc(Br)ccc2oc1=O	9.7
Cc1ccc(C(=O)Nc2ccccc2C(=O)NCCO)cc1	0.0
Cc1cc(C)c(S(=O)(=O)Nc2ccc(Cl)c3cccnc23)c(C)c1	5.5
N#Cc1c(-c2ccccc2)cc(-c2ccccc2Cl)c(C#N)c1N	-5.9
COC(=O)c1c(-c2ccccc2)csc1NC(=O)CCCC(=O)O	8.0
O=C(Nc1cccc(NC(=O)c2ccc(Cl)cc2Cl)c1)c1ccccc1F	-1.7
Cc1ccc(C(C)C)c(OCCNC(=O)CCC2CCCC2)c1	5.6
CCOC(=O)CSc1nnnn1-c1ccccc1F	0.6
CCOc1ccc(-n2nc3ccc(NC(=O)c4ccco4)cc3n2)cc1	2.0
CC1C(O)C(C)C(c2ccccc2)N(C)C1c1ccccc1 (stereo not drawn)	1.4
CCOC(=O)Nc1ccc(Br)cc1C(c1ccccc1)N(CC(=O)OC)C(=O)OCC (stereo not drawn)	3.3
O=C(C(C(=O)N1CCOCC1)C12CC3CC(CC(C3)C1)C2)N1CCOCC1	9.7
COc1cc(NS(=O)(=O)c2ccc(NC(=O)/C(=C\c3ccccc3OC)NC(=O)c3ccccc3)cc2)nc(OC)n1	7.2
O=C(Nc1ccc(NC(=O)c2cccc(F)c2)cc1)c1cccc(F)c1	9.9
CC1=NN(c2ccc(C)cc2)C(=O)/C1=C/c1ccc(-c2cccc(C(=O)O)c2)o1	8.2
COc1ccccc1NC(=O)c1c(O)c2ccccc2[nH]c1=O	-2.2
O=C1CC(c2ccccc2)CC2=C1C(c1cccnc1)Nc1ccc(C(=O)c3ccccc3)cc1N2 (stereo not drawn)	102.4*
CCOC(=O)C(=CNc1ccc(Nc2ccccc2)cc1)C(=O)OCC	-4.7
O=C(N/N=C/c1ccc[nH]1)c1ccccn1	-0.3
O=C1N=C2N(CCN3CCOCC3)c3ccccc3N2/C1=C/c1ccccc1[N+](=O)[O-]	-4.0
COc1cc(CN2CCN(C(=O)c3ccccc3F)CC2)cc(OC)c1O	8.2
COCCCNC(=O)CN(c1cc(Cl)ccc1OC)S(=O)(=O)c1ccc(C)c([N+](=O)[O-])c1	6.6
CCN(CC)c1ccc(N2C(=O)/C(=C/c3ccc(OC)cc3)SC2=S)cc1	-4.1
O=C1/C(=C\c2ccccc2F)SC(=S)N1CN1CCOCC1	4.3
Cc1c(N2C(=O)/C(=C/c3c(F)cccc3Cl)SC2=S)c(=O)n(-c2ccccc2)n1C	4.8
C=CCOc1ccc(/C=C2\C(=O)N(CCCOC)C(C)=C2C(=O)OC)cc1OC	10.7
COc1ccc(-n2nc3ccc(NC(=O)/C=C\c4ccccc4)cc3n2)cc1	9.8
CCOC(=O)C1=C(C)N=c2s/c(=C\c3ccc(Cl)cc3)c(=O)n2C1c1ccc2c(c1)OCO2 (stereo not drawn)	14.3

Another view of part of the listing above:
COc1cc(CN2CCN(C(=O)c3ccccc3F)CC2)cc(OC)c1O
  ER stress surv = 8.2
COCCCNC(=O)CN(c1cc(Cl)ccc1OC)S(=O)(=O)c1ccc(C)c([N+](=O)[O-])c1
  ER stress surv = 6.6
CCN(CC)c1ccc(N2C(=O)/C(=C/c3ccc(OC)cc3)SC2=S)cc1
  ER stress surv = -4.1
O=C1/C(=C\c2ccccc2F)SC(=S)N1CN1CCOCC1
  ER stress surv = 4.3

(further entries)
SMILES	ER stress surv
Oc1ccc2ccccc2c1/C=N/N1CCN(Cc2cccc3ccccc23)CC1	10.0
Oc1[nH]c2ccc(Br)cc2c1N=Nc1ccc2ccccc2n1	-6.8
O=C(NCc1ccc2c(c1)OCO2)C1CCCC1	2.1
CC1=NN(c2ccc(Cl)cc2)C(=O)C1	-5.2
O=C(NCCc1ccccc1)c1nn2c(C(F)(F)F)cc(-c3ccccc3)nc2c1Br	1.8
CN=C(Nc1ccc(I)cc1)SC1CC(=O)N(c2ccccc2F)C1=O (stereo not drawn)	3.6
Cc1ccc(OCC(=O)NNC(=O)c2ccccc2C)c(C)c1	0.0
Cn1c(CNc2ccc(O)cc2)nc2ccccc21	3.8
Cc1nc2cc(-c3ccc(F)cc3)nn2c(C)c1Cl	2.9
Cc1ccc(NC2=CC(c3ccccc3[N+](=O)[O-])N(c3ccc(C)cc3)C2=O)cc1 (stereo not drawn)	1.9
C=CCNC(=S)NNC(=O)COc1cccc(C)c1	3.7
COc1cc(OC)c(C2SCCN2S(=O)(=O)c2ccc3ccccc3c2)cc1OC (stereo not drawn)	-2.3
COc1ccc(CNC(=O)COc2ccc(Cl)cc2C)cc1	8.7
Cc1c(C(=O)NC2CCCCCC2)cccc1[N+](=O)[O-]	3.0
Cc1cc(C)cc(NC(=O)c2cc(-c3cccs3)nc3ccccc23)c1	4.5
CCOc1cccc(C(=O)Nc2c(C)ccc3nsnc23)c1	3.3
O=C(COc1ccc(Br)cc1)Nc1nc2ccccc2s1	0.4
COC(=O)CC12CC3CC(C1)CC(c1ccc([N+](=O)[O-])cc1)(C3)C2	-1.9
N=c1n(CCO)c2ccccc2n1Cc1ccccc1Cl	-9.0
COc1ccc(N(CC(=O)Nc2ccc(C(=O)N3CCOCC3)cc2)S(=O)(=O)c2ccccc2)cc1	1.0
CC1=C(C(=O)OCCc2ccccc2)C(c2ccc(Cl)c([N+](=O)[O-])c2)C2=C(CCCC2=O)N1 (stereo not drawn)	12.6
Cc1ccc(/C=C2\SC(N3CCC(C)CC3)=NC2=O)cc1	-5.8
CC1CCN(c2nc3ccccc3n3cnnc23)CC1	21.8
Cc1cccc(C2C(=O)c3ccccc3C2=O)c1C	-3.9
COCCN1C(=O)C(=O)/C(=C(/O)c2ccccc2)C1c1ccc(C(C)C)cc1 (stereo not drawn)	2.3
COc1cc(OC)cc(C(=O)N2CCN(C3CCN(Cc4ccccc4)CC3)CC2)c1	-3.7
O=C(O)C1C2C=CC3(CN(Cc4ccccc4)C(=O)C13)O2 (stereo not drawn)	5.5
CC(C)c1ccc(N2C(=O)NC(=O)/C(=C/c3ccc(N(C)C)cc3)C2=O)cc1	-1.5
Cc1ccc(C(=O)Nc2ncccn2)o1	-5.1
COc1ccc(NC(=O)C2C3C=CC(O3)C2C(=O)O)c(OC)c1 (stereo not drawn)	2.4
Cc1cc(/C=C2\C(=O)NC(=S)N(c3cccc(Cl)c3)C2=O)c(C)n1-c1cccnc1	0.3
C=CCOc1ccc(C=C2C(=O)NC(=O)NC2=O)cc1OC	6.7
COc1ccccc1-n1c(O)c(C=Nc2ccccc2Cl)c(=O)[nH]c1=O	2.9

4 consecutive records out of the list so far, quoted:
SMILES	ER stress surv
CC1CCN(c2nc3ccccc3n3cnnc23)CC1	21.8
Cc1cccc(C2C(=O)c3ccccc3C2=O)c1C	-3.9
COCCN1C(=O)C(=O)/C(=C(/O)c2ccccc2)C1c1ccc(C(C)C)cc1 (stereo not drawn)	2.3
COc1cc(OC)cc(C(=O)N2CCN(C3CCN(Cc4ccccc4)CC3)CC2)c1	-3.7
